Screens deposited in PubChem by National Center for Advancing Translational Sciences (NCATS).
HCMV inh: inhibitors of human cytomegalovirus. HFF cells, HCMV-luciferase reporter, 72 h; stronger effect = lower value. AID 1259415. 4.5% of 410,000 active. activity change, negative = inhibition, % at 57.5 µM; in the data active means activity change below about -60%; inconclusive means no clear call, values can overlap the other calls; inactive means above about -39%; further: on the % scale 0 is the no-effect control and ±100 the full control effect
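Screen run at 2 compound doses on HFFs infected with reporter HCMV, MOI 1 PFU/cell. Luciferase activity from cell lysates at 72 h post infection gave inhibition relative to buffer-only and Salinomycin wells.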
AMA1 RON2 block: disrupts binding of P. falciparum AMA1 to RON2. 0.2% of 360,000 active. AlphaScreen AMA1-biotinylated RON2 peptide binding. Potency, µM (series often up to 58.2 µM), for the others: at the top dose activity change, negative = inhibition, usual class: inhibitors;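 further: potency means the concentration at half of the fitted maximal effect; 0% = vehicle wells and -100% = peptide control; nearly all actives have a fitted effect of over 45% in size; some results filed as inactive show a strong effect at the top dose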
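AMA1 (3D7) with his tag at 25 nM final met compounds first, then biotinylated RON2 peptide at 25 nM; detection used donor plus acceptor beads, 10 µg/mL apiece, read by AlphaScreen after 30 min at room temperature.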
Shiga toxin inh: Shiga toxin inhibition | Vero cells, Shiga toxin protein synthesis inhibition reporter | inhibition, % at 38.7 µM | 9.2% of 290,000 active; in the data active means inhibition mostly above about 28%, no sharp cut-off; inactive means mostly below about 43%; further: 0% is about no effect
AmpC detergent: blocks E. coli AmpC beta-lactamase in detergent assay; 0.041% of 370,000 active; Potency, µM (doses to about 114 µM), for inactives: top-dose activity change, negative = inhibition, hits mostly inhibitors; P00811; AmpC hydrolysis of nitrocefin, absorbance 480 nm, 0.01% Triton;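 further: potency means the concentration at half of the fitted maximal effect; 0% = no-compound wells and -100% = no-enzyme wells; nearly all actives have a fitted effect of over 25% in size; some results filed as inactive show a strong effect at the top dose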
Target sequence (P00811 whole entry, looked up): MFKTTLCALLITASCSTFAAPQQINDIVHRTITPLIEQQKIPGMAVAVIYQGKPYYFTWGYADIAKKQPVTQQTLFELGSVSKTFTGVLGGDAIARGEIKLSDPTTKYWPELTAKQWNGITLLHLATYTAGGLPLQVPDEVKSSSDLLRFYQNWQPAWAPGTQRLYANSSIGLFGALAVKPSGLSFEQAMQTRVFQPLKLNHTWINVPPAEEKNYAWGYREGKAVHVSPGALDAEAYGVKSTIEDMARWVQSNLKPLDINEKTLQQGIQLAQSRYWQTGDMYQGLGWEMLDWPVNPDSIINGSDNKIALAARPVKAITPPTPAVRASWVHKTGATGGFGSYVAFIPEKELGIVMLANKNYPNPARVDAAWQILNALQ
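20 mM phosphate pH 7.0 + 0.01% (detergent screen) or 0.0001% Triton X-100; 5.3 nM AmpC reagent; cpd preinc 15 min RT; nitrocefin (800 uM stock) to start; A480 q20 s × 4 min; Activity was normalised to no-enzyme and no-compound control wells.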
Giardia FBPA inh: blocks Giardia fructose-bisphosphate aldolase activity; AID 2451; A8B2U2; purified Giardia FBPA; Potency, µM (highest dose often 59.6 µM), for inactives: at the highest dose activity, negative = inhibition, hits mostly inhibitors; 0.71% of 290,000 active; further: potency means the concentration at half of the fitted maximal effect; on the % scale 0 is the no-effect control and ±100 the full control effect; nearly all actives have a fitted effect of over 55% in size
Target sequence (A8B2U2 whole entry, looked up): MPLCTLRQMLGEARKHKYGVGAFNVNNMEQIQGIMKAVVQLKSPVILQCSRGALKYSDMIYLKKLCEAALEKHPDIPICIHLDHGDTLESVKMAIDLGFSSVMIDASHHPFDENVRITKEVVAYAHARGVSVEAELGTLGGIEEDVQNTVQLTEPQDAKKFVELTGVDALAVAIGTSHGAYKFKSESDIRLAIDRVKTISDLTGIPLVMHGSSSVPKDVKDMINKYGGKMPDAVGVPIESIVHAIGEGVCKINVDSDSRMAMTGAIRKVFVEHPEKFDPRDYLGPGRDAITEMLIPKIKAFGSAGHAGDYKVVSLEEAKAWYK
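Giardia FBPA (40 nM reagent) was preincubated 10 min at RT with compound (up to 57.5 uM final), then substrate plus GAPDH/TPI/NAD/arsenate coupling system with diaphorase/resazurin was added; resorufin fluorescence (525/598 nm) was read after 20 min.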
Cycloheximide cs: counter-screen hit for Shiga toxin inhibitors, cycloheximide. cell reporter, cycloheximide protein synthesis inhibition counterscreen. max response, %. 12% of 300,000 active; in the data active means max response mostly above about 13%, no sharp cut-off; inactive means mostly below about 14%; further: read at 38.3 µM for the half of the compounds with a filed dose; 0% is about no effect
AmpC no deterg: inhibitors of E. coli AmpC beta-lactamase without detergent | AID 485341 | Potency, µM (highest dose often 57.1 µM), without a hit: at the top dose activity change, negative = inhibition, hits mostly inhibitors | AmpC nitrocefin hydrolysis, absorbance 480 nm, 0.0001% Triton | 0.52% of 330,000 active | P00811;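 further: potency means the concentration at half of the fitted maximal effect; plate controls were no compound for no effect and no enzyme for full effect; nearly all actives have a fitted effect of over 20% in size; some results filed as inactive show a strong effect at the top dose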
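AmpC (5.3 nM in the dispensed reagent) in 20 mM phosphate pH 7.0 with 0.01% (detergent screen) or 0.0001% Triton X-100 was preincubated with compounds for 15 min at room temperature. Nitrocefin was then added from an 800 uM solution, and hydrolysis was followed at 480 nm.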
Starred values were filed as active, the others as inactive; ? = inconclusive; · = no result given; & = joins results of further samples; [ ] = remark or other dose. Unless noted, the call rests on the fitted dose curve; in most records, active means well fitted curve in the direction sought with a large enough effect; inconclusive means small, poorly fitted or top-dose-only effect, or another doubt; inactive means no such curve, though single readings can be large; an effect the other way counts as inactive or inconclusive.

SMILES	HCMV inh	AMA1 RON2 block	Shiga toxin inh	AmpC detergent	Giardia FBPA inh	Cycloheximide cs	AmpC no deterg
O=C(NNC(=O)c1ccccc1F)c1ccc(Cl)c(S(=O)(=O)N2CCOCC2)c1	-10	88%[activator]	·	5%	·	·	-19%
CCCc1noc2c1/C(=N\O)CC(c1ccccc1)C2 (stereo not given)	-13	4%	12	3%	3%	-2	-16%
CC1OC(C)(C)OC1C1CNc2nc(NC(=O)C(C)(C)C)[nH]c(=O)c2N1C(=O)c1cccnc1 (stereo not given)	-1	-6%	-5	-15%	4%	-5	-8%
Cc1ccc(C(=O)N[C@H](C(=O)Nc2sccc2C(N)=O)C(C)C)cc1	?	4%	18	-12%	-1%	18*	-26%
CC(C)CNC(=O)CN1c2cccc3cccc(c23)S1(=O)=O	-3	-7%	24	-9%	1%	-4	-10%
O=c1[nH]c(CSc2cccc[n+]2[O-])nc2ccccc12	3	27%	13	-3%	14µM*	3	-18%
Cc1onc(-c2ccccc2)c1C(=O)N/N=C/c1cc2c(cc1Cl)OCO2	-22	7%	10	-1%	0%	-1	?
O=c1c(-c2ccc3c(c2)OCCO3)coc2cc(OC3OC(CO)C(O)C(O)C3O)ccc12 (stereo not given)	5	0%	54*	-10%	0%	40*	-19%
CC(=O)OC1N=C(c2ccccc2)c2cc(Br)ccc2N(C)C1=O (stereo not given)	135	3%	-3	-8%	·	5	2%
O=c1cc(Cl)[nH]n(-c2ccccc2)c1=O	67	-1%	-8	?	-8%	-5	-14%
O=C(COC(=O)c1cncc(Br)c1)NCc1ccc(F)cc1	-40	3%	-11	-3%	0%	-6	-21%
CCN(CC)C(=O)C(Oc1ccc(C)nc1[N+](=O)[O-])c1ccccc1 (stereo not given)	-8	-6%	9	3%	0%	-8	-5%
CCOc1ccc2sc(NS(=O)(=O)c3ccc(OC)c(OC)c3)nc2c1	48	-8%	-8	-2%	4%	-4	·
CN/N=C/c1ccc(C#N)cc1	-38	-8%	9	-14%	0%	-3	1%[11.4 µM]
COc1ccc(-c2cc(C(F)F)n3ncc(C(=O)NCCCN4CCCC4=O)c3n2)cc1	60	10%	10	?	1%	0	-6%
Brc1ccc(-c2csc(Nc3nc(-c4ccc(Br)cc4)cs3)n2)cc1	-87*	73%[activator]	42	6%	1%	22*	-23%
COc1ccc(C2CC(c3ccccc3)Oc3cc(C)cc(C)c32)cc1 (stereo not given)	·	·	13&-2	·	1%&3%	8&10	·
COc1ccc(NC(=O)c2ccc(-n3nc(C)cc3C)cc2)cc1OC	18	-7%	-10	6%	0%	2	-4%
Cc1ccccc1Cn1c(-c2ccc(=O)[nH]c2)nc2ccccc21	77	8%	-5	10%	-11%	-6	31%
CC(NS(=O)(=O)c1ccc(N)cc1)C1CC2CCC1C2 (stereo not given)	35	8%	-4	-12%	-9%	-3	-18%
CCN(c1ccccc1)S(=O)(=O)c1ccc(N)cc1	7	4%	-11	?	5%	-6	-16%
C[C@@H]1CN([C@H](C)CO)C(=O)c2cc(NS(=O)(=O)c3cn(C)cn3)ccc2O[C@H]1CN(C)C(=O)Nc1ccccc1	-26	8%	·	·	·	·	-22%
O=C(C[C@@H]1C/C=C\C[C@H](Cc2ccc(F)cc2)C(=O)OC[C@H]2CCCN2C1=O)N[C@H](CO)Cc1ccccc1	-6	-8%	·	·	·	·	185%[activator]
O=C(Nc1ccnc(-c2ccncc2)n1)c1ccc(Cl)cc1	36	-4%	2	3%	7%	2	0%
Cc1cnc(C(=O)OCC(=O)NCc2ccccc2)cn1	21	-1%	-5	-11%	-1%	13	-5%
SMILES	HCMV inh	AMA1 RON2 block	Shiga toxin inh	AmpC detergent	Giardia FBPA inh	Cycloheximide cs	AmpC no deterg
Cc1cc(C)c(C#N)c(OCC(=O)c2ccccc2)n1	27	-15%	35	-4%	8%	39*	-7%
CC(Oc1ccc(F)cc1)C(=O)Nc1ccccc1N1CCCCC1 (stereo not given)	·	6%	10	8%	·	-3	-18%
CCOC(=O)C1CCCN(C(=O)COc2ccc(C(=O)c3ccccc3)cc2)C1 (stereo not given)	-25	-7%	·	?	·	·	24%
Cc1cc(C)c(S(=O)(=O)/N=C2\C=C(NS(=O)(=O)c3ccccc3)C(=O)c3ccccc32)c(C)c1	55	-16%	-2	-2%	?	-1	-53%
COCCNC(=S)N(CCc1c(C)[nH]c2ccc(F)cc12)Cc1ccc(C)cc1	-13	-13%	-7	2%	8%	-1	11%
CCN(CC)C(=O)C1=C(C)NC(=O)NC1c1ccccc1F (stereo not given)	·	·	-3	-13%	4%	-3	-3%
CCCC(C(=O)NC1CCCCC1)N(CC1CCCO1)C(=O)CNS(=O)(=O)c1ccc(F)cc1 (stereo not given)	-10	0%	-20	-18%	0%	-2	56%
CC(C)CCn1c(NCCc2ccccc2)nc2c1c(=O)n(C)c(=O)n2C	-24	-9%	3	6%	-3%	-7	34%
Cc1cccc(C)c1NC(=O)COC(=O)Cc1ccsc1	?	-4%	-13	-4%	1%	-3	-6%
Cc1c(C(=O)Nc2nnc(C3CC3)s2)oc2ccccc12	-1	-8%	·	-3%	·	·	-30%
Cc1cccc2cc(CN(Cc3nnnn3Cc3ccco3)C3CCCC3)c3nnnn3c12	?	-1%	29*	6%	-3%	10	-2%
CN(Cc1ccccc1)S(=O)(=O)c1ccc2c(c1)n(C)c(=O)n2C	52	11%	1	1%	-1%	-3	20%
COc1ccccc1OCc1ccc(C(=O)N2CCN3CCCC3C2)cc1 (stereo not given)	?	-10%	-26	-9%	-8%	0	32%
COc1cccc(/C=N\NC(=O)c2ccc(C)nc2)c1	13	-10%	46*	-5%	7%	29*	-16%
Cc1ccc(S(=O)(=O)CCC(=O)N2CCN(c3ccccc3O)CC2)cc1	0	0%	·	·	·	·	-3%
c1ccc(CN2CCN(Cc3c[nH]c4ccccc34)CC2)cc1	-14	-4%	-5	0%	7%	-3	-39%
COc1ccc(/C=N/N=C/c2ccc(OC)c(OC)c2)cc1OC	16	-6%	-4	4%	2%	-4	-11%
O=C(Nc1cccn(Cc2ccccc2Cl)c1=O)NC1CCCCC1	-38	-1%	33	-1%	-14%	11*	-29%
COc1ccc(Cl)cc1S(=O)(=O)NCc1cccnc1	2	9%	-13	1%	0%	0	-22%
CCc1c(C)sc(NC(=O)c2ccoc2C)c1C(N)=O	?	-2%	12	0%	·	22*	-34%
CC(=O)Nc1ccc(NC(=O)COC(=O)[C@@H]2CCCN2C(=O)c2cccs2)cc1	-22	-4%	·	·	·	·	-7%
CC(C)Cn1c(SCC(=O)c2c(N)n(C)c(=O)n(C)c2=O)nc2ccccc21	2	1%	-7	-4%	-30%	-1	-24%
COC(=O)C1=C(C(=O)OC)[C@]2([C@H]3CCCCN[C@@H](Cc4ccccc4)C(=O)N3Cc3ccccc3)C=C[C@H]1O2	-70*	-24%	·	·	·	·	1%
O=C(CNC(=O)c1ccccc1)Nc1ccc(Br)cc1C(=O)c1ccccc1	-4	-4%	-10	-9%	12%	1	-4%
CCCCc1nnc(NC(=O)COc2ccc3c(C)cc(=O)oc3c2)s1	0	·	8	8%	3%	10	-4%
SMILES	HCMV inh	AMA1 RON2 block	Shiga toxin inh	AmpC detergent	Giardia FBPA inh	Cycloheximide cs	AmpC no deterg
CC12CCC(C(=O)N/N=C/c3ccc(O)cc3)(OC1=O)C2(C)C (stereo not given)	0	111%[activator]	-3	5%	-2%	2	-11%
CC(=O)c1cccc(Nc2cc(C)nc3c(C)cccc23)c1	12	-14%	20	3%	-5%	5	-18%
CCOc1ccc(CCNC(=O)CSc2nc3ncc(Cl)cc3[nH]2)cc1OCC	29	0%	-8	2%	·	-1	-5%
Cc1ccc(C2=N/C(=C\c3c(C)nn(-c4ccccc4)c3N3CCCC3)C(=O)O2)cc1	31	3%	-5	-7%	1%	-2	-19%
O=C(NCCNC(=O)C(c1ccccc1)c1ccccc1)c1ccco1	64	-1%	-3	5%	6%	-1	-4%
N#CC1=C(N)SC(N)=C(C#N)C1c1ccc(C(F)(F)F)cc1	·	·	6	-14%	?	-2	-31%
O=C(CCCn1c(=S)[nH]c2cc3c(cc2c1=O)OCO3)NCc1cccc(Cl)c1	-13	114%[activator]	1	1%	·	-2	-31%
CCOC(=O)NC(=O)COC(=O)c1cccc2ccccc12	?	-21%	7	-1%	2%	2	-27%
CCO[C@H]1OC(C(=O)N2CCN(C)CC2)=C[C@@H](C(C)(C)C)[C@@H]1CCCO	-7	7%	-9	7%	7%	1	44%
COc1ccc(N2CCN(C(=O)CCS(=O)(=O)c3cccc4nsnc34)CC2)cc1	-36	-11%	5	-14%	-19%	11	3%
CCCN(CC(=O)Nc1ccccc1OC)C(=O)c1ccccn1	1	15%	·	·	·	·	-10%
CN(CCCCCCCCC(=O)/C=N/O)Cc1ccccc1	-32	-1%	-7	-15%	0%	-6	-7%
Cc1cccc(OCCCC(=O)Nc2ccc(Br)cc2)c1	37	33%[activator]	5	?	-6%	1	-28%
Cc1ccc(OCCNC(=O)c2cc(C(=O)NCCOc3ccc(C)cc3)cc([N+](=O)[O-])c2)cc1	-6	-20%	-15	-6%	0%	-1	-27%
CCOc1ccc(CCNC(=O)COC(=O)COc2ccc(C(C)=O)cc2)cc1OCC	2	-6%	·	?	·	·	84%[activator]
Cc1ccccc1S(=O)(=O)Oc1cccc2c(O)cccc12	-10	0%	29	-8%	-14%	11	-38%
CCC(C)NC(=O)c1cccc(C)c1 (stereo not given)	11	24%	2	4%	2%	-4	-3%
Cn1c(=O)c2c(nc(Cl)n2Cc2ccncc2)n(C)c1=O	4	0%	-12	-2%	10%	-3	-17%
CCCCCC(=O)NC(=S)NC1C2CC3CC(C2)CC1C3 (stereo not given)	196	25%	17	1%	-19%	7	-47%
Cc1cc(C)c2nc3nc(C)c(C)cc3c(N)c2c1	-99*	-16%	70*	?	-8%	20	-20%
Cc1ccc(Oc2ccc(-c3nnc(-c4ccccc4)o3)cc2[N+](=O)[O-])cc1C	·	·	-2	-15%	7%	-1	-25%
Fc1ccc(C(OCCN2CCCC2)c2ccc(F)cc2)cc1	-25	-15%	-7	?	-2%	-3	0%
C=C(C)Cn1c(COc2ccccc2)nnc1SCC(=O)O	-12	-6%	5	0%	16%	15	-10%
COc1ccc(/C=C2\CN(Cc3ccccc3)C/C(=C\c3ccc(OC)cc3)C2=O)cc1	-33	5%	-5	-5%	?	-4	-14%
CCCCCCC(CC(=O)NCc1cccnc1)CC(=O)NCc1cccnc1	29	3%	-5	-13%	8%	2	29%

A different layout for 2 compounds above.
The line under a structure holds: HCMV inh | AMA1 RON2 block | Shiga toxin inh | AmpC detergent | Giardia FBPA inh | Cycloheximide cs | AmpC no deterg
Cc1ccc(OCCNC(=O)c2cc(C(=O)NCCOc3ccc(C)cc3)cc([N+](=O)[O-])c2)cc1
    -6 | -20% | -15 | -6% | 0% | -1 | -27%
O=c1c(-c2ccc3c(c2)OCCO3)coc2cc(OC3OC(CO)C(O)C(O)C3O)ccc12 (stereo not given)
    5 | 0% | 54* | -10% | 0% | 40* | -19%
